Source: PubChem BioAssay
AID2073 – disruptors of CaV2.2 binding to Mint1 – biochemical, HTRF (AID 2073); HTRF protein-protein interaction, Mint1-CaV2.2; higher % means a stronger effect; one-dose inhibition, % at 20 µM; IC50 in µM for titrated hits; 290,000 tested, 0.19% active; in the data active = inhibition mostly above about 51%, no sharp cut-off; inconclusive = no clear call, values can overlap the other calls; inactive = mostly below about 53%; also: some results filed as inactive read as strong as hits
Large T inhibition – TAg ATPase/helicase activity blockers – biochemical (AID 1903). SV40 large T antigen ATPase/helicase inhibition assay; higher % means a stronger effect. inhibition, % at 20 µM, or IC50 in µM where a hit was titrated. 310,000 tested, 0.39% active; in the data active = a potency from the dose series; inconclusive = inhibition mostly from about 32% at the one dose, without a potency; inactive = the rest, 99 in 100 with inhibition below about 32%; also: strong numbers were not always called active
RSV antiviral HEp-2 – RSV antiviral activity via CPE protection, HEp-2 cells, primary 10 µM value included (AID 2391); CPE inhibition, % at 10 µM; hits with a dose series show IC50 in µM; HEp-2 cells, RSV-induced CPE inhibition; higher % means a stronger effect; 310,000 tested, 0.13% active; in the data active = a potency from the dose series; inconclusive = CPE inhibition mostly from about 23% at the one dose, without a potency; inactive = the rest, 99 in 100 with CPE inhibition below about 21%; also: strong numbers were not always called active
SIAH1 antagonists – Siah-1 peptide-binding antagonists, primary screen, biochemical, fluorescence polarization, rhodamine-plectin, uHTS (AID 1817) | 290,000 tested, 0.02% active | displacement, % at 20 µM; hits with a dose series show IC50 in µM | Siah-1 / rhodamine-plectin peptide fluorescence polarization; higher % means a stronger effect;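 active = displacement of at least 50% at 20 µM, with a fluorescence ratio check between 0.3 and a set limit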;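 also: plate controls were Siah plus tracer with DMSO for no effect and tracer alone without Siah for full effect; strong numbers were not always called active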
West Nile virus CPE – West Nile virus antiviral activity, cell-based, CPE readout (AID 1621) | one-dose CPE inhibition, % at 10 µM; IC50 in µM for titrated hits | 290,000 tested, 0.02% active | West Nile virus-infected cells, CPE inhibition; higher % means a stronger effect; in the data active = a potency from the dose series; inconclusive = CPE inhibition mostly from about 3.7% at the one dose, without a potency; inactive = the rest, 99 in 100 with CPE inhibition below about 2.2%; also: strong numbers were not always called active
NS5 inhibitors – flavivirus cap methylation enzyme inhibition – biochemical, confirmation dose response, primary screen (AID 588689). Dengue-2 NS5 methyltransferase capping enzyme assay, biochemical; higher % means a stronger effect. inhibition, % at 25 µM; hits with a dose series show IC50 in µM. 340,000 tested, 0.3% active; in the data active = a potency from the dose series; inconclusive = inhibition above about 29% without an active follow-up result
Rac1 GTP hydrolysis – MgcRacGAP GTPase-activating activity inhibitors, confirmation, biochemical, ADP Hunter fluorescence | MgcRacGAP-stimulated Rac1 GTP hydrolysis, ADP Hunter fluorescence; higher % means a stronger effect; GST-tagged Rac1 F28L mutant substrate | inhibition, % at 30 µM, or IC50 in µM where a hit was titrated | 340,000 tested, 0.6% active | AID 624330;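 active = first-screen hits whose inhibition reached a set limit at any dose in the follow-up dose series; inconclusive = inhibition above the set first-screen limit but never retested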;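 also: fluorescence reports GDP produced by GAP-driven GTP hydrolysis; strong numbers were not always called active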
NTR1 agonist – NTR1-driven beta-arrestin-GFP spot formation – imaging, U2OS cells, high content, primary screen (AID 493036); P30989; agonist mode; activation, % at 20 µM; 330,000 tested, 0.17% active;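 active = activation at or above 40% of the spot to cytoplasm intensity ratio, with at least 20 cells analyzed; inconclusive = wells under 20 cells, flagged as cytotoxic or low count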;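 also: 0% = DMSO without peptide and 100% = 100 nM NTR1 peptide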
Target sequence (P30989 whole entry, looked up): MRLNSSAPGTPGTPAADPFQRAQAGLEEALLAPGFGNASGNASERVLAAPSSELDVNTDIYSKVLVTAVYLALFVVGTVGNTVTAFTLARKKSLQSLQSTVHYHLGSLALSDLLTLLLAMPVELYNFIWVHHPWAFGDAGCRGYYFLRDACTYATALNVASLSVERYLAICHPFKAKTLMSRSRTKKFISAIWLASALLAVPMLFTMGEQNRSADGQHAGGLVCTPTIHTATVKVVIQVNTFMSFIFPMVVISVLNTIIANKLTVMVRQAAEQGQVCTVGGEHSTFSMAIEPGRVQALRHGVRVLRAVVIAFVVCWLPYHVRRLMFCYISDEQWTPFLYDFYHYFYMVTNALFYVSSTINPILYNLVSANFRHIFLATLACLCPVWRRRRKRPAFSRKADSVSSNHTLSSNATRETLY
UTI89 phage lysis – inhibition of K1F phage lysis, E. coli UTI89, bacterial capsule biogenesis inhibitors, alamar blue (AID 488966). E. coli UTI89 K1F phage lysis, alamar blue, 2 h; higher % means a stronger effect. one-dose inhibition, % at 100 µM; IC50 in µM for titrated hits. 340,000 tested, 0.02% active;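 active = phage lysis inhibition, versus mean bacterial control, above a set limit; inconclusive = no clear call, values can overlap the other calls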;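 also: capsule biogenesis inhibitors block K1F phage lysis so surviving cells raise fluorescence; higher fluorescence means more inhibition of phage lysis; actives were called in the ten point dose series up to 300 µM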
NTR1 agonist cell count 20 µM – second read-out of NTR1 agonist, no call of its own (marks repeat the call); cell count; measured here: cell count, cytotoxicity flag
Starred values were filed as active, the others as inactive; ? = inconclusive; . = no result given; [ ] = remark or other dose.

SMILES	AID2073	Large T inhibition	RSV antiviral HEp-2	SIAH1 antagonists	West Nile virus CPE	NS5 inhibitors	Rac1 GTP hydrolysis	NTR1 agonist	NTR1 agonist cell count 20 µM	UTI89 phage lysis
CCOC(=O)c1cc(NC(=O)Nc2nccs2)c(C)nc1C	-2%	9%	-0.1%	7%	-0.9%	-3%	11%	-1.1	80	0.1%
O=C(CN1CCN(S(=O)(=O)c2ccc(Br)cc2)CC1)N/N=C/c1ccc(Cl)c([N+](=O)[O-])c1	-5%	10%	0.7%	7%	.	-4%	6%	13	40	3.7%
Clc1ccccc1Cn1nnc(-c2ccccc2)n1	-12%	8%	0.4%	-4%	0.6%	.	7%	2.2	50	0.1%
COc1ccc(-n2c(=O)n(Cc3ccccc3)c(=O)c3[nH]cnc32)cc1	10%	3%	0.3%	3%	0.7%	0%	-3%	2.0	52	-0.1%
O=C(NCCc1ccccc1)c1ccccc1SCC(=O)N1CCCC1	15%	0%	1.7%	1%	-0.1%	0%	11%	1.8	57	1.4%[50 µM]
CC(=O)c1cn(CCCCCCCCCCn2cc(C(C)=O)c(=O)[nH]c2=O)c(=O)[nH]c1=O	21%	-2%	.	2%	0.2%	.	.	.	.	.
Cc1nn(CC(=O)N(C)C2CCS(=O)(=O)C2)c(C)c1S(=O)(=O)N(C)C (stereo not drawn)	.	.	1.4%	.	.	0%	-2%	3.1	70	0.8%[50 µM]
CCOc1ccc(C(CCc2ccccc2)NC(=O)c2ccccc2F)cc1OCC (stereo not drawn)	6%	21%	0.5%	-5%	2.5%	2%	10%	3.6	53	1.4%
CC(=O)c1c(N2CCOCC2)nc2ccc(Cl)cc2c1-c1ccccc1	16%	9%	4.6%	5%	-0.4%	2%	8%	16	54	0.2%
Cc1nc2ccccn2c1/C(O)=C1\C(=O)C(=O)N(CCN2CCOCC2)C1c1ccncc1 (stereo not drawn)	-6%	3%	0.1%	-6%	-0.1%	11%	15%	-1.0	43	0.2%
O=C(CN1CCCN(S(=O)(=O)c2ccc(F)cc2)CC1)Nc1c(Cl)cccc1Cl	0%	8%	6.2%	0%	-1.2%	-2%	5%	0.4	49	0.7%
COc1ccc(CC(=O)NC(c2ccccc2)c2ccccc2)cc1S(=O)(=O)N1CCOCC1	1%	10%	2.3%	0%	1.2%	0%	8%	-2.7	87	0.0%
O=C(CSc1ccsc1[N+](=O)[O-])N1CCN(c2ccccc2)CC1	1%	11%	-0.5%	33%	-0.7%	8%	5%	-2.2	71	1.5%[50 µM]
O=C(CCCCCNS(=O)(=O)c1ccc(Br)cc1)NCCN1CCOCC1	4%	10%	0.2%	-5%	0.7%	-2%	4%	-0.4	82	-0.3%
CCC(=O)N/C(N)=N/c1nc(C)c2cc(OC)ccc2n1	-10%	20%	-1.6%	8%	0.2%	-14%	2%	-0.2	46	2.8%
COCCNC(=O)CSc1nc2ccccc2c(=O)n1CCC(=O)N1CCN(c2ccccc2)CC1	0%	5%	0.6%	4%	-0.3%	-4%	9%	1.2	79	0.0%
CC(C)Cn1c(=O)c2ccccc2n2c(CCC(=O)NCc3ccccn3)nnc12	5%	6%	1.1%	2%	-0.6%	5%	10%	0.1	67	0.4%
Clc1ccccc1COc1ccc(/C=N/n2cnnc2)cc1	4%	6%	2.4%	1%	-0.9%	-9%	6%	-0.3	67	0.3%
CC1(C)CC(CC(=O)O)(c2ccccc2)CCO1 (stereo not drawn)	-4%	-6%	-0.5%	-2%	0.1%	-6%	9%	-0.9	58	0.9%
CC1(C)CC(=O)C=C(Nc2ccccc2F)C1	-3%	7%	3.9%	-3%	-0.2%	8%	6%	-0.5	52	1.8%
Fc1c(F)c(F)c(/C=N/NC(=S)Nc2cccnc2)c(F)c1F	-7%	14%	2.7%	2%	-0.7%	.	-5%	11	50	0.2%
O=C(NCc1cccnc1)c1ccc2c(c1)N(Cc1ccccc1)CCS2	18%	21%	7.0%	-6%	-0.5%	-6%	6%	-0.2	58	-0.1%
O=S(=O)(Nc1nc2ccccc2nc1NCC1CCCO1)c1ccc(F)cc1 (stereo not drawn)	1%	10%	0.7%	6%	-0.1%	-2%	12%	4.7	63	-0.1%
O=C(O)COc1ccccc1/C=N/NC(=O)Cc1csc(Nc2cccc(C(F)(F)F)c2)n1	4%	3%	-0.1%	2%	-0.1%	.	.	-1.1	40	.
O=[N+]([O-])c1cccnc1NCCc1c[nH]c2ccccc12	-1%	6%	11%	7%	-0.2%	-2%	9%	-0.4	98	0.3%
Cc1cc(C)nc(SCC(=O)c2ccc3c(c2)OCCO3)n1	-7%	8%	7.3%	-3%	0.0%	-2%	-1%	0.3	45	1.5%
CC(C)c1ccccc1OCC(=O)NCC(c1cccs1)N1CCOCC1 (stereo not drawn)	-2%	3%	15%	1%	-0.4%	-2%	2%	3.0	44	5.5%
O=C(NCCCN1CCN(CCCNC(=O)c2cccc(Cl)c2)CC1)c1cccc(Cl)c1	2%	1%	1.9%	5%	-0.3%	4%	4%	-0.7	87	0.3%
COCCCNC(CC(=O)Nc1cc(C)cc(C)c1)C(=O)O (stereo not drawn)	.	12%	0.0%	.	.	6%	9%	0.1	49	0.0%
CC(=O)Nc1ccc(S(=O)(=O)NC2CCCCCC2)cc1	-4%	3%	2.8%	-1%	-1.7%	-1%	6%	-0.1	50	-0.1%
COc1ccc(CC(NC(C)=O)C(=O)NC2CCN(c3nc(C)cc(C)c3C#N)CC2)c(OC)c1 (stereo not drawn)	-1%	1%	1.2%	6%	0.6%	4%	-5%	-1.4	52	3.4%
COc1cc(OC)cc(C(=O)NNC(=S)NC2CC2)c1	-10%	10%	9.9%	6%	0.7%	-13%	9%	0.9	49	-1.2%
COc1ccc2[nH]c(C(=O)NCc3ccccc3)cc2c1	16%	5%	.	-1%	0.4%	8%	-13%	-0.7	47	-2.0%
O=C(CSC1=NS(=O)(=O)c2cc(F)ccc2N1)NCc1ccccc1Cl	.	13%	3.3%	.	.	-2%	4%	1.9	71	1.6%[50 µM]
O=c1c2ccccc2oc2cc(OCc3cccc(F)c3)cc(O)c12	24%	9%	2.8%	0%	-0.3%	-5%	.	1.8	83	-1.7%[50 µM]
O=C(N/N=C/c1ccccc1OC(=O)N1CCOCC1)c1cccs1	8%	-5%	0.6%	-1%	0.9%	-2%	8%	0.9	52	-0.7%
Cc1c(OCC(=O)NCCCN2CCOCC2)ccc2c1oc(=O)c1ccccc12	14%	6%	-0.6%	-4%	-0.1%	-4%	26%	0.4	53	-0.1%
CC(Oc1cccc(Cl)c1)C(=O)Nc1cc(S(=O)(=O)N2CCCCC2)ccc1N1CCOCC1 (stereo not drawn)	.	8%	12%	.	.	-10%	11%	4.4	57	0.4%[50 µM]
COc1ccc(CN2CCNC(=O)C2CC(=O)N(C)C2CCOCC2)c(F)c1 (stereo not drawn)	6%	6%	3.0%	8%	-0.3%	3%	5%	0.8	49	0.0%
Cc1ccc(NC(=O)Cc2ccc(-c3ccccc3)cc2)nc1	1%	10%	14%	-2%	?	3%	7%	-1.2	56	-0.2%
COc1ccc2oc(C(F)(F)C(F)(F)F)cc(=O)c2c1	11%	1%	1.8%	12%	.	-2%	3%	3.0	38	-1.7%
C=CC[C@H](CC(=O)OC(C)(C)C)C(=O)OC[C@H]1CCCN1C(=O)[C@H](CC=C)CC(=O)N(CCO)Cc1ccccc1	.	.	.	.	.	-2%	5%	-1.0	46	0.0%
O=C(CN(Cc1ccc2c(c1)OCO2)C(=O)c1cnsn1)NC1CCCC1	-1%	12%	1.1%	-4%	0.1%	-5%	13%	-1.3	134	0.1%
COc1ccc(/C(C)=N/NC(=O)c2nnn(-c3nonc3N)c2CN(C)c2ccccc2)cc1	22%	9%	0.2%	2%	-0.2%	9%	-3%	-1.3	63	0.2%
CCOC(=O)c1c(-c2ccccc2Cl)csc1NC(=O)CSc1nc(C)cc(=O)[nH]1	14%	14%	15%	5%	-0.9%	6%	5%	4.6	52	1.9%
CC1CN(C2=Nc3cccc4cccc2c34)CC(C)O1 (stereo not drawn)	17%	3%	5.1%	4%	-0.5%	14%	10%	-1.2	65	-0.6%[50 µM]
CCN1/C(=C2/SC(=S)N(C)C2=O)C=Cc2cc(C)ccc21	.	3%	-0.4%	.	.	-1%	2%	0.5	69	0.3%
COc1cnc(-c2ccccn2)nc1Oc1ccc(Cl)cc1	-3%	11%	-0.6%	-2%	-1.3%	-3%	2%	-0.2	54	-0.8%
CCCn1nnc(NC(=O)Cc2ccccc2)n1	-2%	-2%	1.1%	-1%	-0.4%	-1%	7%	1.3	56	3.6%
Cc1ccc(NC2CCCN(C(=O)c3cnsn3)C2)cc1C (stereo not drawn)	-9%	18%	-0.6%	-2%	0.0%	-5%	13%	0.5	63	1.6%
COc1ccc(N(CC(=O)NC2CCCC2)C(=O)Cn2nnc(-c3ccc(OC)c(OC)c3)n2)cc1	5%	.	-1.0%	3%	-0.7%	-7%	-1%	1.7	57	0.6%

Some of the entries so far, bar-delimited.
Compound | AID2073 | Large T inhibition | RSV antiviral HEp-2 | SIAH1 antagonists | West Nile virus CPE | NS5 inhibitors | Rac1 GTP hydrolysis | NTR1 agonist | NTR1 agonist cell count 20 µM | UTI89 phage lysis
COc1ccc2oc(C(F)(F)C(F)(F)F)cc(=O)c2c1 | 11% | 1% | 1.8% | 12% | . | -2% | 3% | 3.0 | 38 | -1.7%
C=CC[C@H](CC(=O)OC(C)(C)C)C(=O)OC[C@H]1CCCN1C(=O)[C@H](CC=C)CC(=O)N(CCO)Cc1ccccc1 | . | . | . | . | . | -2% | 5% | -1.0 | 46 | 0.0%
O=C(CN(Cc1ccc2c(c1)OCO2)C(=O)c1cnsn1)NC1CCCC1 | -1% | 12% | 1.1% | -4% | 0.1% | -5% | 13% | -1.3 | 134 | 0.1%

Three structures from above, sorted by molecular weight, ascending:
SMILES	AID2073	Large T inhibition	RSV antiviral HEp-2	SIAH1 antagonists	West Nile virus CPE	NS5 inhibitors	Rac1 GTP hydrolysis	NTR1 agonist	NTR1 agonist cell count 20 µM	UTI89 phage lysis
CCN1/C(=C2/SC(=S)N(C)C2=O)C=Cc2cc(C)ccc21	.	3%	-0.4%	.	.	-1%	2%	0.5	69	0.3%
O=c1c2ccccc2oc2cc(OCc3cccc(F)c3)cc(O)c12	24%	9%	2.8%	0%	-0.3%	-5%	.	1.8	83	-1.7%[50 µM]
O=C(N/N=C/c1ccccc1OC(=O)N1CCOCC1)c1cccs1	8%	-5%	0.6%	-1%	0.9%	-2%	8%	0.9	52	-0.7%

The order is random; overall some 1.6% were active at least once.
